Screening results deposited in PubChem BioAssay by Sanford-Burnham Center for Chemical Genomics.
GRIN3A LBD mod = modulators (binders) of human NR3A ligand-binding domain; NR3A LBD differential scanning fluorimetry, Tm shift; 0% = protein alone, 100% = glycine-bound protein; Tm shift relative to glycine control, % at 25 µM; 340,000 compounds, 2.5% hits;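 active = melting temperature shift of at least 10% of the positive control shift, at one fixed dose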
tim23-1 inh = inhibits growth of tim23-1 mutant yeast. inhibition, % at 20 µM. 330,000 compounds, 1.3% hits. S. cerevisiae tim23-1 growth, BacTiter-Glo luminescence, 24 h. AID 463212;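 active = growth inhibition of the mutant yeast at or above 50%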;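 also: temperature-sensitive mutant grown at 25 °C; plate controls were DMSO-treated mutant yeast for no effect and medium wells lacking yeast for full effect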
TIM10 inh = growth inhibitors of TIM10 yeast strain; 330,000 compounds, 1.4% hits; inhibition, % at 10 µM; S. cerevisiae TIM10 strain growth, BacTiter-Glo luminescence, 24 h; AID 463195;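 active = inhibition of 40% or more at the single tested concentration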;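 also: wild-type TIM10 isogenic control strain grown at permissive 25 °C; 0% = DMSO yeast wells and 100% = minimal medium wells without yeast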
MPTP inh = permeability transition pore inhibition; isolated mouse mitochondria, Ca2+ swelling absorbance, 30 min; inhibition, % at 10 µM; 360,000 compounds, 1.4% hits;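 active = inhibition of 50% or more, scaled per plate between neutral and stimulator controls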;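 also: 0% = DMSO wells given calcium and 100% = 1 mM EGTA wells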
APJ antagonist = blocks the human apelin receptor APJ | P35414 | CHO-K1 APJ beta-arrestin complementation, luminescence | inhibition, % at 20 µM | 330,000 compounds, 0.32% hits | AID 2521;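 active = inhibition above about 40% at 20 µM, limit read from the data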;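 also: cells challenged with 10 nM apelin-13 agonist together with compound; plate controls were apelin-13 plus DMSO wells for no effect and DMSO wells lacking apelin-13 for full effect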
Target sequence (P35414 whole entry, looked up): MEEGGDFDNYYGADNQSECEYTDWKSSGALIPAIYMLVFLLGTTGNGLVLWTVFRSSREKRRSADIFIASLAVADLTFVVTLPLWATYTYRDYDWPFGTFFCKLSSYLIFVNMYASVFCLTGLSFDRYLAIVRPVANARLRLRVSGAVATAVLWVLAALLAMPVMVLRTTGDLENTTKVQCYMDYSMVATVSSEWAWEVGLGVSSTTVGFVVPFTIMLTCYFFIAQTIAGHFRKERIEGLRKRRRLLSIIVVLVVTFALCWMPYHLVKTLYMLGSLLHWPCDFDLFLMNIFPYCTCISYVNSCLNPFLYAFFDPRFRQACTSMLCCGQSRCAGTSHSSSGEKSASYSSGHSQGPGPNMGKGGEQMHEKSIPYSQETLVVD
APJ ag = activates the human apelin receptor APJ. CHO-K1 APJ PathHunter beta-arrestin, luminescence; 0% DMSO wells, 100% apelin. P35414. activation, % at 20 µM. 330,000 compounds, 0.11% hits;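 active = activation more than six SD over the plate average, tested at 20 µM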;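 also: 0% = DMSO alone and 100% = apelin-13 at 10 nM; some results filed as inactive read as strong as hits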
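Material: engineered CHO-K1 APJ arrestin reporter cells; amount: 1000 CHO-K1 reporter cells seeded per well; incubation: compound stimulation 90 min at 25 °C, detection 60 min; signal: luminescent beta-gal fragment complementation, chemiluminescent substrate; read-out basis: APJ agonist activity; controls: DMSO-only wells as negative, 10 nM Apelin-13 as positive control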
tim10-1 inh = inhibits growth of tim10-1 mutant yeast. inhibition, % at 20 µM. S. cerevisiae tim10-1 ts strain growth, BacTiter-Glo, 24 h. 330,000 compounds, 2.2% hits;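 active = inhibition of at least 40%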;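 also: mutant grown at 25 °C; 0% = DMSO wells with yeast and 100% = wells holding no yeast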
NLRP3 yeast inh = inhibitors of NALP3 inflammasome in yeast; Yeast reconstituted NLRP3/ASC/caspase-1, beta-gal luminescence, 24 h; inhibition, % at 10 µM; 330,000 compounds, 0.39% hits; AID 2825;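 active = inhibition of 50% or more; inactive = inhibition below 50%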;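 also: plate controls were induced DMSO wells for no effect and uninduced yeast grown without galactose for full effect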
MIN6 prolif = inducers of beta-cell replication in MIN6 cells; 330,000 compounds, 0.29% hits; proliferation, % at 10 µM; MIN6 cells proliferation, ATPlite luminescence, 48 h; cells starved in 0.2% serum; 100% = growth in 10% serum;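 active = compounds whose signal lies at least 3.5 SD above the mean of all wells on their plate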;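 also: 0% = DMSO-treated cells in low-serum medium and 100% = 10% serum control; some compounds called inactive have numbers as strong as hits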
* = called active by the depositor. Compounds were not picked by outcome; any-hit rate near 7.2%.

For O=C(Nc1cccc(F)c1)Nc1ccc(Cl)cn1 the results were GRIN3A LBD mod 8.4, tim23-1 inh 18.8, TIM10 inh -5.0, MPTP inh 2.5, APJ antagonist 4.7, APJ ag -0.4, tim10-1 inh 3.8, NLRP3 yeast inh 15.7 and MIN6 prolif -2.0.
c1ccc(CNc2cncnc2)cc1 was read as GRIN3A LBD mod 0.9, tim23-1 inh 0.9, TIM10 inh 0.5, MPTP inh 0.3, APJ antagonist 7.5, APJ ag 0.0, tim10-1 inh -7.6, NLRP3 yeast inh 6.6 and MIN6 prolif 2.2.
`O=C(Nc1ccc(Cl)cc1)[C@@H]1[C@@H]2C(=O)N(c3ccc4ccccc4c3)C(=O)[C@@H]2[C@H]2C=CC=NN21` gave GRIN3A LBD mod 0.3, tim23-1 inh 16.1, TIM10 inh 19.8, MPTP inh 0.4, APJ antagonist -6.1, APJ ag -1.6, tim10-1 inh 17.5, NLRP3 yeast inh 13.0 and MIN6 prolif -4.2.
For O=C(COc1ccc(Cl)cc1)NCc1nnc(SCC(=O)Nc2ccccc2F)o1 the results were GRIN3A LBD mod -5.2, tim23-1 inh 9.8, TIM10 inh 8.7, MPTP inh 0.9, APJ antagonist 9.2, APJ ag -5.8, tim10-1 inh 15.6, NLRP3 yeast inh -8.9 and MIN6 prolif -1.4.
CCN(CC)C(=O)c1[nH]cnc1C(=O)Nc1ccc(C)cc1 was read as GRIN3A LBD mod 4.2, tim23-1 inh 14.5, TIM10 inh -0.8, MPTP inh -1.7, APJ antagonist 9.0, APJ ag -2.1, tim10-1 inh 10.5, NLRP3 yeast inh 12.1 and MIN6 prolif 5.4.
C=CCSc1nnc(-c2c[nH]c3ccccc23)n1CCOC was read as GRIN3A LBD mod 1.7, tim23-1 inh 18.9, TIM10 inh 7.1, MPTP inh 0.9, APJ antagonist -8.9, APJ ag -0.4, tim10-1 inh 11.1, NLRP3 yeast inh -1.0 and MIN6 prolif -3.0.
For CC1CC(=O)Nc2ccccc2N1S(=O)(=O)c1cccc(Cl)c1 (stereo unspecified) the results were GRIN3A LBD mod -1.6, tim23-1 inh -0.9, TIM10 inh -11.2, MPTP inh 0.4, APJ antagonist -4.9, APJ ag -2.4, tim10-1 inh 3.0, NLRP3 yeast inh 11.4 and MIN6 prolif -5.6.
CCCOc1cccc(C2/C(=C(/O)c3ccccc3)C(=O)C(=O)N2CCN(C)C)c1 (stereo unspecified) was read as GRIN3A LBD mod 1.6, tim23-1 inh 9.2, TIM10 inh -0.8, MPTP inh -2.6, APJ antagonist 9.7, APJ ag 2.2, tim10-1 inh 16.9, NLRP3 yeast inh -10.3 and MIN6 prolif -0.7.
Screening O=C(CN1CCCN(Cc2ccc(F)cc2Cl)C1=O)NC1CCCCCCC1 returned GRIN3A LBD mod -10.7, tim23-1 inh 27.8, TIM10 inh 34.9, MPTP inh -1.4, APJ antagonist 26.3, APJ ag -4.8, tim10-1 inh 25.3, NLRP3 yeast inh -13.1 and MIN6 prolif -5.1.
For CN(C)c1ccc(CNCCC(Cc2ccccc2)c2ccco2)cc1 (stereo unspecified) the results were GRIN3A LBD mod -4.2, tim23-1 inh -4.8, TIM10 inh 1.2, MPTP inh 39.1, APJ antagonist -1.7, APJ ag 4.5, tim10-1 inh 2.5, NLRP3 yeast inh 33.1 and MIN6 prolif -5.7.
`COc1ccccc1COC(=O)Nc1c(C)nn(C)c1Cl` gave GRIN3A LBD mod -2.6, tim23-1 inh 12.6, TIM10 inh -1.8, MPTP inh 0.5, APJ antagonist 7.1, APJ ag -3.7, tim10-1 inh 4.7, NLRP3 yeast inh -6.2 and MIN6 prolif -3.0.
Screening COCCNC(=S)Nc1ccc2nsnc2c1 returned GRIN3A LBD mod -1.4, tim23-1 inh 1.8, TIM10 inh 7.0, MPTP inh 0.0, APJ antagonist -24.4, APJ ag 2.3, tim10-1 inh 3.6, NLRP3 yeast inh 16.6 and MIN6 prolif -1.3.
`COc1ccc(NC(=O)c2cncc(Br)c2)cc1S(=O)(=O)N1CCCCC1` gave GRIN3A LBD mod -4.1, tim23-1 inh 9.9, TIM10 inh 8.2, MPTP inh 2.8, APJ antagonist 13.1, APJ ag -0.7, tim10-1 inh -2.9, NLRP3 yeast inh 2.1 and MIN6 prolif -0.5.
`CCN(CC)c1ccc(N=CN2CCOCC2)cc1` gave GRIN3A LBD mod 1.0, tim23-1 inh -14.0, TIM10 inh -0.2, MPTP inh 0.1, APJ antagonist -9.2, APJ ag 0.5, tim10-1 inh 4.0, NLRP3 yeast inh 21.8 and MIN6 prolif -0.9.
For Cc1cc(C)cc(-n2ncc3c2CCCC3NC(=O)c2cc(C)n(C)n2)c1 (stereo unspecified) the results were GRIN3A LBD mod -2.1, tim23-1 inh 18.6, TIM10 inh 11.0, MPTP inh 1.1, APJ antagonist 11.9, APJ ag 0.2, tim10-1 inh 15.2, NLRP3 yeast inh 28.9 and MIN6 prolif -1.6.
`CCC(=O)Nc1ccc2c(c1)ncn2CCc1ccccc1` gave GRIN3A LBD mod 0.0, tim23-1 inh -9.5, TIM10 inh -12.9, MPTP inh 0.0, APJ antagonist -1.3, APJ ag -4.1, tim10-1 inh 0.6, NLRP3 yeast inh -4.4 and MIN6 prolif -2.0.
Screening OCCCn1c(CCCNc2nc(-c3cccc(Br)c3)cs2)nc2cc(Cl)c(N3CCCCC3)cc21 returned GRIN3A LBD mod 3.8, tim23-1 inh 31.8, TIM10 inh 13.6, MPTP inh 2.1, APJ antagonist 19.3, APJ ag -5.3, tim10-1 inh 22.3, NLRP3 yeast inh 16.0 and MIN6 prolif -8.0.
Screening Cc1cc(C(=O)NNC(=S)Nc2ccccc2C)cs1 returned GRIN3A LBD mod -2.4, tim23-1 inh 16.3, TIM10 inh 0.6, MPTP inh 0.3, APJ antagonist 23.1, APJ ag -2.8, tim10-1 inh 24.0, NLRP3 yeast inh 19.7 and MIN6 prolif 0.0.
`COc1ccc(N(CC(=O)NC2CCCCC2)C(=O)CNC(=O)c2ccco2)cc1OC` gave GRIN3A LBD mod 3.8, tim23-1 inh 5.8, TIM10 inh -10.7, MPTP inh -0.1, APJ antagonist 11.0, APJ ag 1.6, tim10-1 inh 5.1, NLRP3 yeast inh 1.5 and MIN6 prolif -0.4.
Screening COc1ccc(S(=O)(=O)N(C)C[C@H]2Oc3c(NC(=O)Cc4ccccc4)cccc3C(=O)N([C@H](C)CO)C[C@@H]2C)cc1 returned GRIN3A LBD mod -0.6, tim23-1 inh 0.7, TIM10 inh -2.0, MPTP inh 0.1, APJ antagonist 4.9, APJ ag -1.4, tim10-1 inh 1.6, NLRP3 yeast inh 8.9 and MIN6 prolif -0.3.
Screening Cc1cccc(-n2c(C)cc(C=C(C#N)C#N)c2C)c1 returned GRIN3A LBD mod -3.4, tim23-1 inh 4.8, TIM10 inh 2.1, MPTP inh 1.2, APJ antagonist 0.5, APJ ag -3.1, tim10-1 inh 1.0, NLRP3 yeast inh -0.2 and MIN6 prolif -0.6.
For Cc1cc2nc(CCN(C(=S)NCC3CCCO3)C3CCCC3)[nH]c2cc1C (stereo unspecified) the results were GRIN3A LBD mod -0.6, tim23-1 inh 28.7, TIM10 inh 4.1, MPTP inh -1.0, APJ antagonist 15.8, APJ ag -3.8, tim10-1 inh 23.6, NLRP3 yeast inh 22.4 and MIN6 prolif -3.7.
`O=C1N(CCCN2C(=O)C3(OCCO3)c3ccccc32)c2ccccc2C12OCCO2` gave GRIN3A LBD mod 0.0, tim23-1 inh 36.2, TIM10 inh 17.7, MPTP inh 3.1, APJ antagonist 14.3, APJ ag -1.8, tim10-1 inh 26.5, NLRP3 yeast inh -5.0 and MIN6 prolif -2.8.
`COc1ccc(NC(=O)CN2CCC(NC(=O)c3ccc(OC)cc3)CC2)cc1` gave GRIN3A LBD mod 0.6, tim23-1 inh -10.3, TIM10 inh -3.7, MPTP inh -0.3, APJ antagonist 15.0, APJ ag -0.8, tim10-1 inh -5.5, NLRP3 yeast inh 8.7 and MIN6 prolif 0.6.
For O=C(CNCC1CCCCC1)Nc1cccc(S(=O)(=O)N2CCOCC2)c1 the results were GRIN3A LBD mod -2.3, tim23-1 inh 1.2, TIM10 inh 10.1, MPTP inh -0.8, APJ antagonist -0.6, APJ ag -1.8, tim10-1 inh 10.4, NLRP3 yeast inh 11.5 and MIN6 prolif -0.2.
Screening Cc1ccc(C(=O)CSc2nnc3c4ccccc4nc(C(C)(C)C)n23)cc1 returned GRIN3A LBD mod 1.3, tim23-1 inh -5.8, TIM10 inh 19.4, MPTP inh 3.0, APJ antagonist -12.6, APJ ag -1.0, tim10-1 inh 19.5, NLRP3 yeast inh 3.3 and MIN6 prolif -5.0.
COc1ccc(Oc2cccc(Cl)c2CNC(=O)CC(C)(C)CC(=O)O)cc1 was read as GRIN3A LBD mod -0.7, tim23-1 inh 3.3, TIM10 inh 10.0, MPTP inh 3.3, APJ antagonist -11.4, APJ ag -2.5, tim10-1 inh 3.4, NLRP3 yeast inh 7.6 and MIN6 prolif 0.8.
CCC(=O)/C=C1\Sc2ccc(OC)cc2N1CC was read as GRIN3A LBD mod 0.3, tim23-1 inh 29.3, TIM10 inh 11.0, MPTP inh 0.0, APJ antagonist 1.5, APJ ag -3.0, tim10-1 inh 35.2, NLRP3 yeast inh -27.2 and MIN6 prolif -3.4.
Screening Cc1ccc(CNC(=O)c2cc3c(=O)n4ccccc4nc3n(CC3CCCO3)c2=N)cc1 (stereo unspecified) returned GRIN3A LBD mod 2.1, tim23-1 inh -3.2, TIM10 inh 1.9, MPTP inh 0.1, APJ antagonist 0.7, APJ ag -2.7, tim10-1 inh 8.6, NLRP3 yeast inh 4.1 and MIN6 prolif 1.2.
COc1ccc(Nc2ncnc3ccc(Br)cc23)cc1OC was read as GRIN3A LBD mod -0.2, tim23-1 inh 24.4, TIM10 inh 7.6, MPTP inh 0.0, APJ antagonist 14.1, APJ ag -5.0, tim10-1 inh 32.5, NLRP3 yeast inh 23.4 and MIN6 prolif -1.9.
`CCSc1nnc(NC(=O)C2C3CCC(C3)C2C(=O)O)s1` (stereo unspecified) gave GRIN3A LBD mod -0.2, tim23-1 inh 12.0, TIM10 inh -12.1, MPTP inh 0.3, APJ antagonist 2.2, APJ ag -1.0, tim10-1 inh 1.3, NLRP3 yeast inh -4.9 and MIN6 prolif -1.0.
COC(=O)C(C)N(c1ccc(C)cc1)S(=O)(=O)c1c(C)[nH]c(=O)[nH]c1=O (stereo unspecified) was read as GRIN3A LBD mod -7.9, tim23-1 inh -4.1, TIM10 inh -6.3, MPTP inh 0.2, APJ antagonist -3.0, APJ ag -5.5, tim10-1 inh -7.6, NLRP3 yeast inh -4.7 and MIN6 prolif 1.4.
Screening CC(=O)C1=C(C)N(Cc2ccccc2)C(=O)N[C@H]1c1ccco1 returned GRIN3A LBD mod 1.4, tim23-1 inh 3.7, TIM10 inh -0.3, MPTP inh -0.6, APJ antagonist 15.8, APJ ag -3.5, tim10-1 inh -8.6, NLRP3 yeast inh 11.7 and MIN6 prolif 1.4.
Cc1ccccc1NC(=S)N(C)Cc1cn(C)c2ccccc12 was read as GRIN3A LBD mod -9.7, tim23-1 inh 6.1, TIM10 inh 23.3, MPTP inh 0.1, APJ antagonist -26.0, APJ ag 4.0, tim10-1 inh 24.6, NLRP3 yeast inh 2.1 and MIN6 prolif 0.0.
